Bioassay records: PubChem BioAssay, several laboratories
XIAP antagonists: XIAP antagonists, biochemical, IAP family, fluorescence polarization (AID 1018). XIAP BIR domain, fluorescence polarization peptide displacement; higher % means a stronger effect. hit rate 0.007% among 200,000. one-dose displacement, % at 20 µM; IC50 in µM for titrated hits; in the data active = displacement above about 50%; note: a part of the inactive calls stands beside numbers as strong as those of hits
ER stress rescue: rescue of cells from ER stress-induced death, primary screen, 384-well, CSM14.1, thapsigargin, ATP luminescence (AID 1222); CSM14.1 thapsigargin-induced death rescue, ATP luminescence; higher % means a stronger effect; cellular ATP content (survival), % at 20 µM; hits with a dose series show EC50 in µM; 190,000 tested, under 10 active;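 active = EC50 below 50 µM in the dose-response confirmation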;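 note: death triggered by thapsigargin at about 15 µM added after 2 h compound pretreatment; cell ATP read after overnight thapsigargin exposure of roughly 18 to 22 hours; normalized against plate controls of thapsigargin alone and 5% DMSO vehicle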
MT stabilizer: microtubule stabilization, imaging screen. % tubulin-high responders, % at 10 µM. hit rate 0.83% among 200,000. HeLa tubulin immunostaining HCS, 24 h; share of cells brighter than vehicle mean+2SD. AID 2205;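 active = plate Z-score above 3 for both tubulin-high and condensed-nucleus cell shares, with cell loss under 80%, at 10 µM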;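 note: anti alpha tubulin signal scored within the nucleus-defined area of each cell; some results filed as inactive read as strong as hits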
Autophagy HCS: modulators of autophagy | MEF GFP-LC3 puncta imaging; test concentration mostly 10 µM | calls only at 10 µM (by protocol) | hit rate 0.98% among 190,000;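 active = percentage of spot-positive cells more than 3 SD above its plate mean, without a fluorescence outlier flag or 80% toxicity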;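 note: spot-positive cell cutoff set from DMSO-treated cells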
WT yeast gro inh: growth inhibition of WT yeast, mitochondrial fusion screen; mitochondrial fusion phenotypic screen, WT strain; inhibition, % at 10 µM; AID 1362; hit rate 2.1% among 190,000; in the data active = inhibition above about 58%; tested in S. cerevisiae
Ins promoter up: MIN6 insulin promoter up-regulation; MIN6 insulin promoter-GFP reporter, high-content imaging; stronger effect = higher value; z-score at 5 µM; hit rate 0.3% among 190,000;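 active = z-score above 3 at 5 µM with at least 500 cells counted in the well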
Dynein cargo inh: blocks dynein driven cargo transport along microtubules; 3617.4 mouse cells, GR-EGFP nuclear translocation imaging; test concentration mostly 20 µM; stimulated with dexamethasone, 1 µM; stronger effect = lower value; z-score, hits read low; hit rate 0.47% among 220,000; AID 1381;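 active = plate z-score of nuclear minus cytoplasmic receptor signal below a set negative limit, without overly bright fluorescence or cell loss, cut at about -3.5 in these data, passing the limit was not always enough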;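 note: z-score of nuclear minus cytoplasmic ring GR-EGFP intensity difference per well; some compounds called inactive have numbers as strong as hits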
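Buffer or medium: tet-free, stripped-serum medium; Also added: dexamethasone, 1.0 µM final; Technique: high-content fluorescence imaging after fixation; Times: 48 h induction, 1 h compound, 30 min dex at 37 °C; Read-out: per-cell GR-EGFP intensity, nucleus versus surrounding cytoplasmic ring, well-averaged.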
bCat nuc transl: modulators of beta-catenin nuclear translocation; hit rate 0.3% among 190,000; nuclear translocation activity, % at 5 µM; HeLa beta-catenin nuclear translocation, immunofluorescence imaging;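 active = nuclear translocation activity above 50% at 5 µM, with a well cell count of 50 or more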;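 note: per-cell ratio of nuclear to cytoplasmic median beta-catenin stain intensity; plate controls were DMSO negative control for no effect and GSK-3 inhibitor IX positive control for full effect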
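System: Human HeLa cells, endogenous beta-catenin | Compound dosing: 5 µM primary, 0.02–20 µM confirmation | Timing: 24 h compound exposure at 37°C, 5% CO2 | Measured by: Fluorescence imaging of beta-catenin antibody stain plus DAPI | Read-out basis: % activation of per-cell nuclear versus cytoplasmic median beta-catenin signal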
Lipid droplet: modulators of hepatic lipid droplet formation; AML12 mouse hepatocytes, oleate lipid droplets, BODIPY imaging; inhibition, % at 6.5 µM; hit rate 0.4% among 240,000; AID 1656;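 active = lipid droplet intensity inhibited by at least 50%, with more than 500 cells counted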
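Assay system: AML12 hepatocytes (mouse) / Also added: 100 µM oleic acid challenge / Times: overnight treatment with compound plus oleate / Detection: high-content imaging of BODIPY-stained droplets and DAPI nuclei / Evaluation: % inhibition of lipid droplet signal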
WT yeast gro inh mutant strain: also measured in WT yeast gro inh; calls as there; inhibition, %; mitochondrial fusion phenotypic screen, mutant strain inhibition
Dynein cargo inh cytoplasmic EGFP: also measured in Dynein cargo inh; calls as there; z-score; measured here: cytoplasmic GR-EGFP intensity; stronger effect = higher value
Dynein cargo inh nuclear GR-EGFP: recorded beside Dynein cargo inh, whose call it bears; z-score; measured here: nuclear GR-EGFP intensity;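 lower value marks the stronger effect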
Dynein cargo inh cell count: second read-out of Dynein cargo inh, no call of its own (marks repeat the call); z-score; measured here: cell count per field
Ins promoter up cell count: second read-out of Ins promoter up, no call of its own (marks repeat the call); cell count; measured here: cytotoxicity, nuclei count;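 total cells summed across four imaged fields per well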
Lipid droplet cells 6.5 µM: further read-out of Lipid droplet, marked with its call; cell count; measured here: cell count, cytotoxicity flag;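 cells counted across two imaged fields per well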
bCat nuc transl cell count 5 µM: recorded beside bCat nuc transl, whose call it bears; cell count; measured here: cell count, cytotoxicity flag
MT stabilizer Hoechst-high %: further read-out of MT stabilizer, marked with its call; % Hoechst-high responders; measured here: nuclear condensation Hoechst responders;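 share of cells brighter than vehicle mean plus two SD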
MT stabilizer cytotoxicity %: recorded beside MT stabilizer, whose call it bears; toxicity, %; measured here: cytotoxicity by cell density;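 0% = mean cell density of plate MIN control wells and 100% = no cells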
Autophagy HCS cell loss 18 h: recorded beside Autophagy HCS, whose call it bears; toxicity, %; measured here: cell loss, nuclei count;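 cell loss after 18 h compound exposure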
* hit, by the source's call; i = inactive; x = not tested or not shown.

Molecule | Lipid droplet cells 6.5 µM | XIAP antagonists | Dynein cargo inh | WT yeast gro inh | WT yeast gro inh mutant strain | ER stress rescue | MT stabilizer Hoechst-high % | Autophagy HCS | Autophagy HCS cell loss 18 h | Ins promoter up | bCat nuc transl | Dynein cargo inh cytoplasmic EGFP | Dynein cargo inh nuclear GR-EGFP | Lipid droplet | Dynein cargo inh cell count | bCat nuc transl cell count 5 µM | MT stabilizer cytotoxicity % | Ins promoter up cell count | MT stabilizer
C=CCn1c(=NC(=O)CN2C(=O)CCC2=O)sc2cc(S(N)(=O)=O)ccc21 | 618 | -2.7% | -0.12 | 0 | -42 | -3.1% | 2.5 | i | 1 | 0.29 | -2.0 | -0.31 | -0.28 | -2 | 0.52 | 852 | 3.3 | 1370 | 4.1
C(=C\c1ccccc1)/C=N/n1cnnc1 | x | -1.3% | 0.26 | 10 | -2 | 2.8% | 5.0 | i | 3 | -0.98 | -0.9 | -0.33 | 0.16 | x | -0.035 | 1010 | 5.9 | 1080 | 5.9
C=CCn1c(C(c2ccccc2)c2ccccc2)n[nH]c1=S | 564 | -5.4% | -0.83 | 11 | -5 | -3.3% | 2.3 | i | 2 | 0.22 | 0.6 | -0.26 | -0.81 | -2 | 0.79 | 601 | 7.8 | 1149 | 3.8
CCOc1ccccc1NC(=O)CSc1nnc2ccc(-c3ccncc3)nn12 | 718 | 1.1% | 0.31 | 7 | 0 | x | 1.6 | i | 0 | 0.32 | 2.4 | -0.33 | 0.011 | 6 | -0.019 | 1123 | 5.4 | 1356 | 1.7
Cc1c(N=Cc2ccccn2)c(=O)n(-c2ccccc2)n1C | 760 | -3.7% | 1.8 | -6 | -8 | 1.4% | 1.7 | i | 4 | -0.31 | -1.2 | -0.036 | 0.91 | 5 | -0.21 | 1163 | 5.9 | 949 | 0.9
CCOC(=O)Nc1ccc(C)cc1Br | x | -2.3% | -0.44 | 15 | 2 | -0.7% | 2.6 | i | 20 | -0.13 | -2.3 | -0.22 | -0.35 | x | -0.45 | 1402 | 5.1 | 1374 | 3.7
Cc1ccc2c(C(=O)CN3CCN(C(=O)c4ccco4)CC3)c(C)[nH]c2c1 | 715 | x | -0.73 | x | x | x | x | x | x | -0.07 | 0.3 | -0.22 | -0.38 | -17 | 0.56 | 1201 | x | 1451 | x
Cc1cc(C(=O)CCl)c(C)n1Cc1ccco1 | 678 | -0.6% | -6* | -7 | 11 | 0.3% | 2.7 | i | 13 | x | 0.4 | 1.3* | -2.6* | 13 | 0.25* | 1066 | 3.9 | x | 3.9
CCn1c(N)c(C(=O)NCC2CCCO2)sc1=S (stereo not drawn) | x | -3.4% | -0.038 | -8 | 3 | -1.4% | 1.4 | i | 49 | -0.59 | -1.3 | -0.16 | 0.14 | x | 0.052 | 719 | 11 | 1191 | 1.3
COc1cc(/C=N\Nc2ccc([N+](=O)[O-])cn2)ccc1OCC(=O)O | 658 | -5.0% | 0.98 | 1 | 9 | 0.1% | 1.2 | i | -6 | 1.1 | -0.3 | -0.27 | 0.34 | 1 | -0.95 | 1087 | 6.1 | 1582 | 1.4
O=C(NCc1ccccc1Cl)C1CCC(CNc2c(N3CCOCC3)c(=O)c2=O)CC1 (stereo not drawn) | 708 | x | 0.087 | x | x | x | x | x | x | -1.8 | -0.7 | -0.22 | 0.47 | -12 | 0.42 | 1284 | x | 1058 | x
Cc1ccccc1-c1nc(CN2CCC(C(=O)NCc3cccnc3)CC2)c(C)o1 | 692 | -8.2% | 2.7 | 7 | 1 | -3.7% | 24 | i | 1 | -0.5 | 1.6 | -0.25 | 1.9 | -7 | -1.9 | 908 | 98 | 1402 | 9.7
O=C(COC(=O)C1CC(=O)N(Cc2ccccc2)C1)Nc1ccc(Cl)cc1F (stereo not drawn) | 712 | -2.2% | 0.057 | -3 | 8 | 0.0% | 2.6 | i | -4 | -0.65 | 1.2 | -0.33 | 0.018 | 5 | -0.58 | 1029 | 4.8 | 1444 | 2.1
COc1cc(OC)c(OC)cc1CN1CCCC(C(=O)c2sccc2C)C1 (stereo not drawn) | 659 | x | 0.18 | x | x | x | x | x | x | -0.19 | -1.0 | -0.27 | 0.1 | 2 | -0.33 | 1238 | x | 1120 | x
Nc1nncn1C(=O)c1ccc(Cl)cc1Cl | 741 | -2.7% | 0.49 | -5 | 4 | -0.4% | 1.8 | i | 28 | -0.11 | 3.3 | -0.2 | 0.51 | -7 | -0.99 | 925 | 4.5 | 1448 | 2.8
COc1cccc2sc(N(CCCN(C)C)C(=O)C(c3ccccc3)c3ccccc3)nc12 | 651 | -3.7% | -1.2 | 97* | 89* | x | 2.7 | i | 7 | 0.21 | 0.0 | 5.1 | 0.057 | 8 | -6.1 | 1076 | 0.1 | 1033 | 5.7
COc1ccc(-c2nnc(SCC(=O)Nc3ccc4c(c3)OCCO4)n2N)cc1OC | x | 0.5% | -0.18 | -8 | -7 | -0.4% | 1.5 | i | -33 | 0.21 | -4.9 | -0.2 | 0.31 | x | 0.46 | 917 | 7.4 | 1515 | 2.5
COc1ccc(CCNC(=O)CN2CCN(Cc3ccc(F)cc3)C2=O)cc1OC | x | -0.8% | -0.73 | 2 | -2 | -1.6% | 2.8 | i | 2 | 1 | x | -0.16 | -0.34 | x | 0.18 | x | 0.2 | 953 | 5.1
Cc1c(S(=O)(=O)N2CCN(c3ccccc3)CC2)c(=O)n(C)c(=O)n1C | 672 | x | -0.019 | x | x | x | x | x | x | 0.37 | -1.2 | -0.25 | 0.59 | -13 | -0.36 | 1360 | x | 980 | x
Cc1[nH]n(-c2cccc3ccccc23)c(=O)c1/C=N/c1sc2c(c1C#N)CCC2 | 732 | -4.4% | -0.17 | -4 | 7 | 3.7% | 1.1 | i | -11 | 1.9 | -5.6 | 0.52 | 0.21 | -4 | -0.87 | 1127 | 6.8 | 1262 | 2.0
CCOC(=O)Cn1nc(C)c(-c2ccccc2)c1N | x | -4.8% | -1.3 | 5 | 1 | -0.9% | 3.8 | i | 20 | -0.72 | -1.2 | -0.24 | -0.38 | x | 0.71 | 728 | 3.7 | 1281 | 4.5
CCCSc1nnc(-c2c[nH]c3ccccc23)n1CC | x | -4.4% | -0.49 | -15 | -12 | -1.1% | 4.7 | i | 1 | -0.3 | x | -0.092 | -0.086 | x | -0.35 | x | 4.2 | 879 | 3.4
COc1ccc(C2CC(=O)C=C(NCC3CCCO3)C2)cc1 (stereo not drawn) | x | -1.4% | -0.15 | -3 | -8 | -0.9% | 2.2 | i | 26 | 0.91 | -1.1 | -0.12 | 0.25 | x | 0.44 | 725 | 3.6 | 1395 | 5.3
CC(=O)C1=C(O)C(=O)N(CCCn2ccnc2)C1c1ccc(Br)cc1 (stereo not drawn) | 635 | -1.1% | -0.22 | 16 | 19 | 2.3% | 2.1 | i | 2 | 0.16 | 1.6 | -0.3 | -0.17 | 0 | 0.24 | 1039 | 2.0 | 1470 | 1.5
Cc1ccc(C(=O)N[C@H](C(=O)OCc2cc(=O)n3c(n2)sc2ccccc23)C(C)C)cc1 | 680 | -0.7% | -0.25 | -2 | 11 | 2.5% | 2.5 | i | 10 | -0.12 | 0.2 | -0.24 | -0.29 | 18 | 0.32 | 1065 | 3.7 | 1541 | 4.5
Cc1c(O)cc2n(c1=O)-c1ccc(Cl)cc1C2(C)C | 706 | -5.1% | 0.06 | 6 | -10 | -2.9% | 1.9 | i | -8 | x | 0.0 | 0.9 | 0.71 | -8 | 0.55 | 520 | 9.0 | x | 3.8
CN(C)/C=N/c1sc2c(c1C#N)CCCCC2 | 681 | -10% | -0.73 | -4 | -3 | -5.0% | 3.2 | i | 10 | 0.39 | -1.4 | -0.33 | -0.72 | 1 | 0.93 | 612 | 8.0 | 1286 | 2.9
Cc1ccnc(NC(=O)c2c(-c3ccccc3Cl)noc2C)c1 | 643 | -2.3% | 1.7 | -1 | -15 | -1.8% | 3.2 | i | 0 | -0.06 | x | -0.14 | 0.89 | -3 | -1.9 | x | 11 | 1133 | 4.3
CN(C)c1ccc(C(O)P(=O)(OCc2ccccc2)c2ccc(N(C)C)cc2)cc1 (stereo not drawn) | 705 | x | 1.4 | x | x | x | x | x | x | -0.04 | -0.6 | -0.15 | 0.62 | -4 | -0.42 | 1373 | x | 1249 | x
O=C(COC(=O)c1ccncc1)Nc1ccccc1 | 717 | -2.2% | 0.48 | 9 | -15 | 0.5% | 3.9 | i | 32 | 0.03 | -3.2 | -0.23 | 0.095 | 16 | -0.12 | 1094 | 5.8 | 1265 | 2.3
O=C(O)c1cccnc1Nc1ccc(Cl)cc1 | 703 | -5.7% | -0.025 | 3 | 11 | 0.4% | 1.7 | i | 9 | 0.31 | 2.8 | 0.35 | 0.67 | 17 | -1.5 | 1029 | 12 | 1031 | 4.3
